HT1080-NT tox: kills 2HG-producing HT-1080-NT fibrosarcoma cells; 360,000 compounds, 1.6% hits; HT-1080-NT fibrosarcoma viability, CellTiter-Glo ATP luminescence, 48 h; Potency, µM (highest dose often 46.1 µM), without a hit: at the highest dose activity, negative = less viability, most hits filed as cytotoxic; AID 686970;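 also: NT is the 2HG producing partner of a matched IDH1 knockdown line; potency is read from the fitted curve at half-maximal effect; 0% = DMSO-treated cells and -100% = media-only wells without cells; nearly all actives have a fitted effect of over 55% in size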
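Fibrosarcoma NT cells, 750 per well in 5% FBS RPMI, were exposed to compound for 48 hours. Viability: CellTiter-Glo luminescence.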
KB-V1 cytotox: kills drug-selected multidrug resistant KB-V1 cells; KB-V1 MDR cells viability, CellTiter-Glo, 72 h; Potency, µM (doses to about 46.1 µM), without a hit: at the highest dose activity change, negative = cytotoxicity, usual class: cytotoxic; 400,000 compounds, 3.4% hits; also: potency is read from the fitted curve at half-maximal effect; % is scaled to controls: 0 for no effect and ±100 for the full control effect; nearly all actives have a fitted effect of over 60% in size
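KB-V1 cells (P-gp-expressing MDR subline of KB-3-1) in phenol-red-free DMEM with 10% FBS were exposed to library compounds over a concentration series for 72 h at 37 degrees C. Viability read by CellTiter-Glo luminescence; concentration-effect curves fitted after normalization.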
MCF10A rerep: induces DNA re-replication in MCF 10a normal breast cells. MCF 10A DNA re-replication, Hoechst nuclear intensity, 48 h. Potency, µM (top dose mostly 46.1 µM), inactives show at the highest dose activity, positive = re-replication, usual class: activators. 350,000 compounds, 2.9% hits; also: potency is read from the fitted curve at half-maximal effect; % of control where 0% means no effect; nearly all actives have a fitted effect of over 50% in size
IL1B secr inh: inflammasome signaling inhibition, IL-1 beta readout; activity change, % at 57.5 µM; 360,000 compounds, 4.7% hits; THP-1 LPS/ATP IL-1B secretion, AlphaLISA, 16 h; active compounds read low; in the data active = activity change below about -50%; inconclusive = mostly about -30% to -49%; also: % is scaled to controls: 0 for no effect and ±100 for the full control effect
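Secreted IL-1B measured by AlphaLISA bead assay after 16 h compound exposure of THP-1 cells; compounds (final up to 57.5 uM) added 1 h before LPS (250 ng/mL) and ATP (1.25 mM) stimulation; lower signal means less secretion.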
GLP1R cytotox: cytotoxic in the GLP-1 receptor inverse agonist counter-screen; AID 624418; 410,000 compounds, 0.13% hits; Potency, µM (highest dose often 38.3 µM), inactives show at the top dose activity change, negative = inhibition, hits mostly inhibitors; HEK293 cAMP-luciferase reporter cells, luminescence, 24 h;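 also: loss of luciferase light is scored as toxicity; potency is read from the fitted curve at half-maximal effect; % is scaled to controls: 0 for no effect and ±100 for the full control effect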
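Compound-treated cells are incubated 24 hr at 37 deg C under 5% CO2 after a 12 hour attachment period, then luciferase detection reagent is added and luminescence is measured following 12 min at room temperature; lowered signal indicates toxicity.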
DRD3 agonist: D3 dopamine receptor (human) agonism. P35462. D3R DiscoveRx beta-arrestin cells, luminescence, 90 min. max activation, %. 410,000 compounds, 0.58% hits. AID 652048; in the data active = max activation above about 30%; also: 0% is about no effect; mostly tested at two doses, the higher about 12 µM
Target sequence (P35462 whole entry, looked up): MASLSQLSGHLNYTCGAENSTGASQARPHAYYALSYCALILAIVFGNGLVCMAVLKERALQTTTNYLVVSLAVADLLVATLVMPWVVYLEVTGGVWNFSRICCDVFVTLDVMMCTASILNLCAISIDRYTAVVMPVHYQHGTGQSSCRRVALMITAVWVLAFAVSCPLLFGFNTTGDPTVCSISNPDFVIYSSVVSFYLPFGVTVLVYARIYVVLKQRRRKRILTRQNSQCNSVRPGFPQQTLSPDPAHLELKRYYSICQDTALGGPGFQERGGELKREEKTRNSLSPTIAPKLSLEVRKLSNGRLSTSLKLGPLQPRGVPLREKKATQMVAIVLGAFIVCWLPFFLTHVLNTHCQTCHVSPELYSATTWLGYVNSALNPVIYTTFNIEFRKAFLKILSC
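Agonist mode: compounds and dopamine controls were applied to plated cells for 90 min at 37 degrees C after an overnight attachment at 1500 cells/well. Luminescent read-out followed 30 - 60 minutes at room temperature with DiscoveRx detection reagent.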
SW480 rereplic: inducers of DNA re-replication in SW480 colon cancer cells. 340,000 compounds, 1.8% hits. Potency, µM (series often up to 46.1 µM), for inactives: top-dose re-replication activation, actives largely listed as activators. SW480 DNA re-replication, Hoechst DNA content imaging, 48 h; also: potency is read from the fitted curve at half-maximal effect; % of control where 0% means no effect; nearly all actives have a fitted effect of over 55% in size
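Image-based read-out: total Hoechst fluorescence of nuclei (405 nm excitation, 500-530 nm emission), with hits raising the fraction of high-intensity nuclei. SW480 colon cells incubated 48 hr with compounds at 37 C.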
HT1080 IDH1KD tx: kills HT-1080 cells with IDH1 knockdown; HT-1080 IDH1 knockdown viability, ATP luminescence, 48 h; Potency, µM (highest dose often 46.1 µM), without a hit: at the top dose activity, negative = toxicity, most hits filed as cytotoxic; 360,000 compounds, 2% hits; AID 686971;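 also: potency is read from the fitted curve at half-maximal effect; 0% = DMSO wells and -100% = cell-free medium wells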
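Luminescent ATP read-out (CellTiter-Glo, 10 min at room temperature) after 48 h compound exposure at 37 °C gave viability of IDH1-knockdown HT-1080 cells. Activity was normalised to DMSO and cell-free wells, then fitted as concentration-response curves.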
KB-3-1 cytotox: KB-3-1 parental cell cytotoxicity; 400,000 compounds, 1.4% hits; Potency, µM (titrated, usually from 46.1 µM), for the others: at the highest dose activity change, negative = cytotoxic, actives largely listed as cytotoxic; AID 1347075; KB-3-1 viability, CellTiter-Glo ATP luminescence, 72 h; also: potency is read from the fitted curve at half-maximal effect; % is scaled to controls: 0 for no effect and ±100 for the full control effect; nearly all actives have a fitted effect of over 60% in size
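Using CellTiter-Glo luminescence, growth of non-resistant KB-3-1 adenocarcinoma cells is assessed 72 h after pin-tool compound addition at 37 °C. Normalized responses across the concentration series yield fitted curves.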
Numbers without * were called inactive; i = inactive; ? = inconclusive; · = not tested or not shown; & = joins results of further samples; [ ] = another dose, or the depositor's remark. Unless noted, calls follow the shape of the dose curve; as a rule, active = well fitted curve in the direction sought with a large enough effect; inconclusive = small, poorly fitted or top-dose-only effect, or another doubt; inactive = no such curve, though single readings can be large; an effect the other way counts as inactive or inconclusive.

Short forms – A = HT1080-NT tox; B = KB-V1 cytotox; C = MCF10A rerep; D = IL1B secr inh; E = GLP1R cytotox; F = DRD3 agonist; G = SW480 rereplic; H = HT1080 IDH1KD tx; I = KB-3-1 cytotox
> COc1ccc(S(=O)(=O)N(C)CC(=O)N2CCN(C)CC2)cc1C
  A: 12%	B: 1%	C: 6%	D: -17	E: 1%	F: 4	G: 2%	H: 1%	I: -1%
> CN1CCN(Cc2ccc(Sc3ccc(Cl)cc3)c([N+](=O)[O-])c2)CC1
  A: -28%	B: ?	C: 30%	D: -92*	E: -1%	F: -44	G: -10%	H: ?	I: ?
> C=CCNCCOCCOc1ccccc1-c1ccccc1
  A: -11%	B: -13%	C: 3%	D: -29	E: -10%	F: 1	G: ?	H: -9%	I: 0%
> COc1ccc2c(c1)CCc1cn[nH]c1-2
  A: 0%	B: 2%	C: -1%	D: -10	E: -10%	F: 1	G: -1%	H: -8%	I: 1%
> O=C(COCc1cc(-c2cccs2)on1)NC1CCCCC1
  A: 12%	B: -8%	C: 0%	D: 8	E: 27%	F: -10	G: 7%	H: -3%	I: -2%
> Cc1ccc(OS(=O)(=O)c2ccc(N3C(=O)CCC3=O)cc2)cc1
  A: 0%	B: -9%	C: 13%	D: 10	E: 6%	F: -6	G: -11%	H: -18%	I: -1%
> O=C(Nc1ccc(-n2cccn2)cc1)C1CCCCN1Cc1cccc2c1OCO2 (stereo unspecified)
  A: ?	B: ?	C: 3.7µM*	D: 28	E: ?	F: -10	G: ?	H: ?	I: 4.1µM*
> Cc1cc(-n2c(C)cc(C(=O)COc3cccnc3[N+](=O)[O-])c2C)no1
  A: 0%	B: 16µM*	C: 7.3µM*	D: 12	E: -8%	F: 2	G: 8.2µM*	H: -8%	I: ?
> COc1cc(C(C)=O)ccc1OCc1cc(C(=O)N2CCSCC2)no1
  A: 9%	B: -20%	C: 0%	D: i	E: -4%	F: 3	G: -5%	H: 2%	I: ?
> CC1CCCCN1C(=O)CSc1ccc(-c2ccc(F)cc2)nn1 (stereo unspecified)
  A: -6%	B: 12µM*	C: -1%	D: -5	E: -7%	F: 9	G: -3%	H: -5%	I: -20%
> COc1ccnc(N2CCN(c3cccc(C(F)(F)F)c3)CC2)c1C#N
  A: 0%	B: -5%	C: 21µM*	D: -1	E: 10%	F: 10	G: ?	H: 14%	I: 6%
> CCN(C(=O)CSc1nnc(NCCOC)s1)c1c(N)n(Cc2ccccc2)c(=O)[nH]c1=O
  A: 5%	B: 5%	C: -4%	D: 7	E: 3%	F: 8	G: -13%	H: 5%	I: -14%
> CC(=O)Nc1ccc(NC(=O)CCc2c(C)nc3c(c(C)nn3-c3ccccc3)c2C)cc1
  A: ·	B: 7%	C: ·	D: ·	E: 11%	F: -8	G: ·	H: ·	I: 7%
> COCCN1C(=O)CCC1(C)C(=O)NC(C)(C)C (stereo unspecified)
  A: ?	B: 0%	C: ·	D: 53	E: 0%	F: -2	G: ·	H: 3%	I: 0%
> CN(C1CCCCC1)S(=O)(=O)c1ccc(NC(=O)CCC(=O)O)cc1
  A: 22%	B: 2%	C: 3%	D: 29	E: -1%	F: 6	G: 0%	H: 3%	I: 10%
> O=C1NCCN1Cc1cccc(Cl)c1
  A: 10%	B: 0%	C: -14%	D: 0	E: 5%	F: 12	G: -2%	H: 0%	I: 8%
> Cc1ccc(S(=O)(=O)N=C2SCCCS2)cc1
  A: 3%	B: -5%	C: 3%	D: 4	E: -4%	F: 2	G: -7%	H: -8%	I: 1%
> COc1ccc(C2C3=C(NCCN=C3c3ccccc3)C(=O)N2c2ccccc2)c(OC)c1 (stereo unspecified)
  A: 3%	B: ?	C: -26%	D: 16	E: 1%	F: -3	G: -17%	H: 2%	I: 11%
> COC(=O)C1=C(C)NC(=S)N(C(C)=O)C1c1ccc(OC)c(OC)c1 (stereo unspecified)
  A: ?	B: ?	C: ?	D: 0	E: -5%	F: 6	G: -23%	H: ?	I: -1%
> CC12CCC(C(=O)NCCCN3CCOCC3)(OC1=O)C2(C)C (stereo unspecified)
  A: 2%	B: 10%	C: -3%	D: 10	E: -5%	F: 3	G: -20%	H: -6%	I: -3%
> COC(C(=O)Nc1ccc(F)cc1)c1ccccc1 (stereo unspecified)
  A: -5%	B: 2%	C: -5%	D: -11	E: -4%	F: 2	G: -1%	H: -4%	I: -7%
> O=C(Nc1ccnc(-c2cccnc2)n1)c1cccc(Cl)c1Cl
  A: 1%	B: -8%	C: 19%	D: -3	E: 2%	F: 2	G: 2%	H: 1%	I: -5%
> CC(=O)N1CCc2cc(S(=O)(=O)CCC(=O)N3CCN(c4ccccc4F)CC3)ccc21
  A: -1%	B: -24%&-1%	C: -1%	D: 16	E: 0%&-10%	F: -6&2	G: -6%	H: -4%	I: -5%&-5%
> O=C(CSc1n[nH]c(-c2cccs2)n1)NCc1cccs1
  A: 20%	B: 14%	C: 0%	D: 8	E: -6%	F: -1	G: -1%	H: 12%	I: 4%
> Cc1ccc2cc(/C=N/Nc3ccc(C(=O)O)cc3)c(Cl)nc2c1
  A: 3%	B: 0%	C: 6.5µM*	D: 76	E: 21%	F: 6	G: ?	H: ?	I: -21%
> Cc1ccc(OC(=O)c2ccccc2C(=O)OCC(F)(F)C(F)F)cc1
  A: 7%	B: 27%	C: -4%	D: 21	E: 9%	F: 0	G: -3%	H: 3%	I: 9%
> Cc1cc(C(=O)Nc2c(C)nc3ccccn3c2=O)ccc1[N+](=O)[O-]
  A: ·	B: 3%	C: ·	D: ·	E: 2%	F: -6	G: ·	H: ·	I: 2%
> Cc1cc(=O)oc2cc(OC(C)C(=O)NCCCN3CCCC3=O)c(Cl)cc12 (stereo unspecified)
  A: 6%	B: -7%	C: -1%	D: -7	E: -4%	F: 0	G: ?	H: 19%	I: 7%
> NC(=O)c1snnc1-c1ccccc1
  A: 0%	B: 2%	C: -1%	D: 1	E: 2%	F: 5	G: -4%	H: 1%	I: 15%
> CC(=O)NCCc1nc2ccccc2n1CCOc1ccccc1C
  A: -9%	B: ?	C: 0%	D: 11	E: 5%	F: -7	G: -6%	H: -2%	I: 4%
> CCCC(=O)N1CCC1(C)C(=O)Nc1ccc2c(c1)CCN2C(C)=O (stereo unspecified)
  A: 21%	B: 0%	C: ·	D: 2	E: -10%	F: 4	G: ·	H: 18%	I: 0%
> Cc1cccc(NC(=O)CN2CCN(C(=O)c3oc4c(Cl)cccc4c3C)CC2)c1C
  A: -3%	B: ?	C: ?	D: -4	E: 4%	F: -13	G: 6%	H: -10%	I: -24%
> CCOC(=O)NCc1ccc(S(=O)(=O)Nc2ccccc2C)cc1
  A: -5%	B: 23µM*	C: 1%	D: 14	E: -26%	F: 4	G: 1%	H: 0%	I: -7%
> CCOC(=O)c1nn(-c2ccccc2)c(=O)cc1OCC(=O)Nc1cc(C)ccc1OC
  A: 1%	B: 0%	C: 1%	D: -10	E: -4%	F: -15	G: -1%	H: 1%	I: 0%
> COc1cc(OC)cc(C(=O)NCC(=O)OC2CCCCC2=O)c1 (stereo unspecified)
  A: 6%	B: ?	C: 29%	D: 4	E: -17%	F: -2	G: -20%	H: 10%	I: 23%
> COCCOc1ccc(C(F)(F)F)cc1NC(=O)COC(=O)c1cc([N+](=O)[O-])ccc1N1CCOCC1
  A: -4%	B: ·	C: 14%	D: -16	E: -24%	F: 0	G: 8%	H: 1%	I: ·
> O=C(O)c1cccnc1SC1CC(=O)N(CCc2ccccc2)C1=O (stereo unspecified)
  A: 0%[9.24 µM]	B: 20%	C: -4%	D: 5	E: -13%	F: 4	G: -5%	H: 16%	I: 2%
> CCCCn1c(=O)n(C)c(=O)c2c(C(F)(F)F)cc(-c3ccncc3)nc21
  A: -1%	B: ?	C: ·	D: 26	E: 0%	F: 1	G: ·	H: -6%	I: 5%
> CCN(CC)S(=O)(=O)c1ccc(NC(=O)C2CC(=O)N(c3ccc4c(c3)OCCO4)C2)cc1 (stereo unspecified)
  A: 6%	B: ?	C: 3%	D: -2	E: -16%	F: 2	G: 3%	H: 7%	I: 2%
> Cc1ccccc1OCC(=O)Nc1ccc(S(=O)(=O)N2CCOCC2)cc1
  A: 3%	B: ?	C: -5%	D: -8	E: 8%	F: -6	G: -1%	H: 0%	I: -7%

In the list so far, these contain an aryl thioether with sulfur outside any ring.
Short forms – A = HT1080-NT tox; B = KB-V1 cytotox; C = MCF10A rerep; D = IL1B secr inh; E = GLP1R cytotox; F = DRD3 agonist; G = SW480 rereplic; H = HT1080 IDH1KD tx; I = KB-3-1 cytotox
> CN1CCN(Cc2ccc(Sc3ccc(Cl)cc3)c([N+](=O)[O-])c2)CC1
  A: -28%	B: ?	C: 30%	D: -92*	E: -1%	F: -44	G: -10%	H: ?	I: ?
> CC1CCCCN1C(=O)CSc1ccc(-c2ccc(F)cc2)nn1 (stereo unspecified)
  A: -6%	B: 12µM*	C: -1%	D: -5	E: -7%	F: 9	G: -3%	H: -5%	I: -20%
> CCN(C(=O)CSc1nnc(NCCOC)s1)c1c(N)n(Cc2ccccc2)c(=O)[nH]c1=O
  A: 5%	B: 5%	C: -4%	D: 7	E: 3%	F: 8	G: -13%	H: 5%	I: -14%
> O=C(CSc1n[nH]c(-c2cccs2)n1)NCc1cccs1
  A: 20%	B: 14%	C: 0%	D: 8	E: -6%	F: -1	G: -1%	H: 12%	I: 4%
> O=C(O)c1cccnc1SC1CC(=O)N(CCc2ccccc2)C1=O (stereo unspecified)
  A: 0%[9.24 µM]	B: 20%	C: -4%	D: 5	E: -13%	F: 4	G: -5%	H: 16%	I: 2%
